# Screens from PubChem BioAssay.
# VLA-4 inh: inhibition in a human VLA-4 binding assay | P13612 | VLA-4 expressing cells, ligand binding flow cytometry | inhibition, % (about 7 µM as worked out from the volumes in the protocol) | 330,000 compounds, 0.2% hits; in the data active = inhibition above about 50%
# proCasp7 act: counter-screen: procaspase-7 (human) activation | activation, % at 8.5 µM | P55210 | 330,000 compounds, 0.093% hits | recombinant procaspase-7, Ac-DEVD-pNA absorbance 405 nm; D23A/D198A/D206A triple mutant, cannot self-cleave; scale: DMSO 0, 5 µM enzyme 100;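 active = percent activation above the screen-wide mean plus 3 SD, cut at about 25% in these data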
#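 Assay system: Uncleavable procaspase-7 mutant enzyme / Input: 2 µM procaspase-7 mutant as dispensed / Dosing: single nominal 8.5 µM compound dose, 0.8% DMSO final / Timing: 1 h enzyme–compound preincubation and 2 h substrate reaction, both 25 °C / Detection: p-Nitroaniline absorbance at 405 nm, read at 0 and 120 min / Replication: singlicate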
# HCV core dimer: HCV core protein dimerization inhibition; inhibition, % at 5 µM; 300,000 compounds, 0.33% hits; TR-FRET GST/Flag-core106 dimerization, 1536-well;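 active = inhibition above the mean of all tested compounds plus 3 SD, set per screening campaign, cut at about 45% in these data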
#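 Material: Tagged HCV core106 pair (GST and Flag) | Amount: GST-core106 13.5 nM, Flag-core106 17 nM | Medium: KF-containing HEPES buffer, pH 7.45, DTT, CHAPS, BSA | Reagent: Eu donor and XL665 acceptor anti-tag antibodies | Schedule: 4 h at 22.5 °C | Technique: Time-resolved FRET, ex 340 nm, em 617 and 671 nm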
# PP5 primary: blocks human protein phosphatase 5 activity; P53041; purified PP5c, OMFP substrate fluorescence; inhibition, % at 6.7 µM; 320,000 compounds, 0.18% hits; AID 1987;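 active = inhibition above the campaign's mean inhibition across all tested compounds plus 3 SD, cut at about 9.5% in these data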;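 note: 0% = DMSO only and 100% = 100 µM cantharidin control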
# JMJD2C inh: blocks human GASC-1 demethylase activity; inhibition, % at 2.35 µM; AID 2099; GST-JMJD2C(1-420) H3K9me3 demethylation, DELFIA europium; 330,000 compounds, 0.069% hits; Q9H3R0;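 active = more than half of a compound's replicate wells show inhibition beyond 50%, single wells judged on their own value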;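 note: signal counts dimethyl H3K9 product captured on neutravidin plate; 0% = median of DMSO wells and 100% = 0.3 times that DMSO median; strong numbers were not always called active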
# Target sequence (Q9H3R0 1-420 limits assumed): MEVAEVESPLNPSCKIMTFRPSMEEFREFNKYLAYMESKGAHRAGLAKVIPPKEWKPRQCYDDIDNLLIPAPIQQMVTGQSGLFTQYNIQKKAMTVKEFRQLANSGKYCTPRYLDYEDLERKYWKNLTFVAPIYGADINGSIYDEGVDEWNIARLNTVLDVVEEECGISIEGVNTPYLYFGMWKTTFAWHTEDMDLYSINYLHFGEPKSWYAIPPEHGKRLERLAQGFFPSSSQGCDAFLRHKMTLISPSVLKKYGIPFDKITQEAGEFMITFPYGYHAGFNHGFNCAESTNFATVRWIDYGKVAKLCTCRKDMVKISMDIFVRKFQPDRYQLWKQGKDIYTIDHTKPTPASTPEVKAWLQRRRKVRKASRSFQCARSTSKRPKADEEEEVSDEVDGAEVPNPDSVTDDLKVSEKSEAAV
# GRK2 aptamer HTS: blocks RNA aptamer binding to human GRK2; bead flow cytometry, FAM-aptamer displacement from GRK2; inhibition of aptamer binding, % at 10 µM; 330,000 compounds, 0.59% hits; AID 488847;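 active = inhibition of aptamer binding above 40%, roughly 3 SD of noise, on plates passing a quality check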;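 note: median bead fluorescence of bound FAM aptamer so fluorescent compounds give negative values; no value below 0 was filed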
# Fh CTSL1 inh: blocks F. hepatica cathepsin L1 in PFM18AAP counter-screen | inhibition, % at 5.96 µM | recombinant F. hepatica cathepsin L1, Z-Leu-Arg-MCA fluorescence | 300,000 compounds, 0.49% hits;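 active = inhibition above the mean of all tested compounds plus 3 SD, set per screening campaign, cut at about 17% in these data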;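 note: 0% = plate median of test compound wells and 100% = 1 µM Z-Phe-Ala-diazomethylketone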
# proCasp3 act: activators of human procaspase-3. recombinant procaspase-3 D3A, Ac-DEVD-pNA absorbance 405 nm. activation, % at 8.5 µM. 330,000 compounds, 0.11% hits. AID 463141;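 active = activation above the mean of all tested compounds plus 3 SD, cut at about 21% in these data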;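 note: 0% = DMSO alone and 100% = DMSO wells spiked with extra 5 µM PC-3 D3A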
# Target sequence (P42574 whole entry D9A/D28A/D175A): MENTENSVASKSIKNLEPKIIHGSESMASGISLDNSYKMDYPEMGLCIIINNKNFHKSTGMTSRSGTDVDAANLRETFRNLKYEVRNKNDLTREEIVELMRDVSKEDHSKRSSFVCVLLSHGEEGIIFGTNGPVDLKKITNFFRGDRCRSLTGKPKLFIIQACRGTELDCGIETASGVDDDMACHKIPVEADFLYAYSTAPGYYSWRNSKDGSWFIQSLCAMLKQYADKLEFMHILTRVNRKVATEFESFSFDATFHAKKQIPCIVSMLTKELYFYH
#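 Assay system: Autoprocessing-dead procaspase-3 D3A mutant enzyme; also added: Ac-DEVD-pNA; doses: one concentration, 8.5 µM nominal, 0.8% DMSO; times: 1 h compound preincubation, 2 h substrate hydrolysis at 25 °C; technique: 405 nm absorbance of p-nitroaniline, reads at 0 and 120 min; measure: % activation between DMSO and enzyme-spiked controls; repeats: single replicate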
# PP1 counter: counter-screen for PP5 inhibitors: inhibitors of human PP1-alpha | P62136 | purified PP1alpha, OMFP fluorescence | inhibition, % at 6.7 µM | 320,000 compounds, 0.9% hits;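 active = inhibition above the mean inhibition of all tested compounds plus 3 SD, computed separately for each screening campaign, cut at about 15% in these data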
# * = called active by the depositor; . = no result given.
SMILES,VLA-4 inh,proCasp7 act,HCV core dimer,PP5 primary,JMJD2C inh,GRK2 aptamer HTS,Fh CTSL1 inh,proCasp3 act,PP1 counter
Cc1ccc2c(c1)N(C(=O)CCC(=O)NCc1cccc(Cl)c1)CC(C)O2 (centres undefined),-10,-6,12,0.0,-1,0,2,4,0
CCCCC(C(=O)NC(C)(C)C)N(Cc1ccco1)C(=O)c1snc(C(N)=O)c1N (centres undefined),-5,1,-3,-0.4,25,4,3,-4,3
CNC(=O)CN(Cc1ccccc1)S(=O)(=O)c1ccccc1,0,4,3,-0.7,-2,0,-1,7,-2
CCCn1nnc(NC(=O)c2cccc(OCc3ccccc3)c2)n1,3,-1,-22,3.0,-9,2,0,-1,1
Cc1cc(F)ccc1NC(=O)c1cc(S(=O)(=O)N2CCCC2)cn1C,13,-1,9,0.3,6,2,-2,-1,0
O=C([O-])c1cc(-c2ccccc2)cc(-c2ccccc2)[n+]1Cc1ccccc1,-10,0,2,1.8,-5,4,-2,5,2
O=c1ccc(-c2ccc(S(=O)(=O)Nc3ccc(F)cc3)o2)n[nH]1,10,1,0,0.7,-9,4,1,4,1
COc1ccc(CC(=O)OCC(=O)Nc2ccc3c(c2)OCCO3)cc1OC,21,0,-10,-1.0,-7,5,-9,0,-1
CC(C)CCNC(=O)CN(C(=O)CCC(=O)Nc1ccccn1)c1ccc2c(c1)OCO2,-23,-7,-7,1.3,-8,0,2,-9,6
CC1=CC(C)(C)N(C(=O)c2ccccc2)c2ccccc21,-8,10,1,-1.9,-4,1,1,4,0
COc1cc2c(cc1OC)CN(C(=O)CCOc1ccccc1C)CC2,5,0,-2,1.1,0,0,-8,10,-1
Cc1cc(=O)oc(C)c1C(=O)OC(C(=O)c1ccccc1)c1ccccc1 (centres undefined),14,3,-1,1.5,2,0,-2,1,3
Cc1ccc(CS(=O)(=O)Cc2ccc(C(=O)NCc3ccco3)o2)cc1,5,-9,-5,0.3,-2,3,1,0,-5
CCCc1cc(=O)n2[nH]c(-c3ccc(OC)cc3)nc2n1,12,6,-7,1.4,11,2,3,-4,3
Fc1ccc2c(c1)Sc1ccc(Cl)cc1CC2N1CCN(CCC2OCCO2)CC1 (centres undefined),2,6,-10,2.1,-2,0,8,5,-2
COc1cc(/C=C2\N=C(c3ccccc3)NNC2=O)cc(OC)c1OC,9,3,2,-0.5,10,1,2,9,-3
CCCCn1c(=NC(=O)c2ccco2)c(C(=O)OCC)cc2c(=O)n3ccccc3nc21,-4,-29,15,1.5,-1,1,0,-21,-1
Cc1ccc(NCC(=O)Nc2cccc(F)c2)cc1S(=O)(=O)N1CCCCCC1,0,3,4,1.2,-4,0,-2,2,-3
CCCCN(C(=O)CCC(=O)Nc1cc(C)on1)C(C(=O)NC1CCCC1)c1cccc(OC)c1 (centres undefined),6,-2,4,3.7,-5,4,-1,2,5
COc1ccc(N(CC(=O)Nc2ccccc2F)S(=O)(=O)c2ccc(OC)c(OC)c2)cc1,-5,-3,0,2.0,-1,4,-3,5,1
CCN(CCn1cccn1)C(=O)CC1C(=O)NCCN1Cc1ccc(F)cc1 (centres undefined),15,-1,-2,3.4,17,1,0,-1,0
CC(=O)c1ccc(N(C(=O)CNC(=O)c2ccco2)C(C(=O)NC2CCCC2)c2cccnc2)cc1 (centres undefined),19,14,8,0.3,6,3,-1,12,3
COc1ccc(-c2cc(C(=O)NC3CCCC3)c3ccccc3n2)cc1OC,-2,-10,-1,2.8,1,0,-1,6,0
COc1ccc(NS(=O)(=O)c2csc(C(N)=O)c2)cc1,0,6,-1,-0.5,-11,0,1,-1,-3
Cc1cc(/C=C(/C#N)c2nc3ccccc3[nH]2)c(C)n1-c1ccccc1C(=O)O,14,0,-5,2.9,0,18,2,-17,2
# (cont.)
SMILES,VLA-4 inh,proCasp7 act,HCV core dimer,PP5 primary,JMJD2C inh,GRK2 aptamer HTS,Fh CTSL1 inh,proCasp3 act,PP1 counter
Cc1ccc2nc(-c3ccccn3)cc(C(=O)NC(C)C(C)(C)C)c2c1 (centres undefined),1,-7,7,2.3,-11,0,-3,-2,3
CCC(=O)N1CCc2cc(S(=O)(=O)CCC(=O)NCCc3ccccc3)ccc21,-5,3,-1,3.8,-8,3,-1,-4,-2
Cc1ccc(C)c(OC(C)C(=O)Nc2ccc(S(=O)(=O)Nc3nccs3)cc2)c1 (centres undefined),10,-8,8,3.0,-11,3,7,6,2
COc1ccc(-n2nnnc2SCC(=O)NC(=O)Nc2ccc3c(c2)OCCO3)cc1,7,3,16,1.6,7,0,3,5,-1
CC(=O)Nc1cc(NC(C)=O)cc(C(=O)OC(C)C(=O)Nc2ccc(S(=O)(=O)N3CCCC3)cc2)c1 (centres undefined),-2,5,6,-1.0,11,2,-2,-1,-7
Cc1ccc(S(=O)(=O)N(CC(=O)NCCSCc2ccco2)c2cc(C)ccc2C)cc1,4,5,6,3.0,9,0,0,6,7
COC(=O)CSc1nc(NC(C)(C)C)nc(N(C)C)n1,1,1,-1,2.0,4,3,5,4,-3
O=C(COC(=O)Cc1ccc(S(=O)(=O)N2CCOCC2)s1)NCc1ccc(Cl)cc1,-13,4,1,5.2,5,0,-13,-3,3
CCCN(CC(=O)Nc1ccccc1OC)C(C)C(=O)NC(C)CCc1ccccc1 (centres undefined),-1,-2,-6,4.9,-21,0,-1,-7,1
COCC(C)NCc1cccc2ccccc12 (centres undefined),1,6,2,-0.6,40,2,0,7,-1
CCN(CC)S(=O)(=O)c1ccc(-c2nnc(SCC(=O)Nc3ccc(OC)cc3)o2)cc1,0,8,3,-1.5,17,0,3,0,8
Cc1ccc(S(=O)(=O)N2CCOCC2)cc1C(=O)OCC(=O)NC1CCS(=O)(=O)C1 (centres undefined),4,0,-2,1.9,4,5,-7,9,1
COc1cc(C(=O)Nc2nnc(SC)s2)c([N+](=O)[O-])cc1OC,5,1,1,-0.9,-8,0,-1,-5,-1
Cc1ccc(CNc2nc3ccccc3s2)s1,9,5,2,0.6,-8,3,-3,-1,0
CS(=O)(=O)Nc1ccc(C(=O)NC2CC3CCC2C3)cc1 (centres undefined),4,4,-1,0.4,18,1,-3,-3,-4
CCO[C@@H]1OC(C(=O)NCc2nc3ccccc3[nH]2)=C[C@H](C2CCCCC2)[C@H]1CCCO,.,-2,-1,1.6,8,.,-1,14,2
Cc1ccc(OCCCC(=O)N2CCOCC2)c(C)c1,20,10,-3,-0.4,-25,1,-4,-10,0
COCCN(Cc1cc2ccc(C)c(C)c2nc1Cl)C(=O)N1CCOCC1,3,-1,-1,2.1,-5,0,6,-1,-1
CN(C)S(=O)(=O)c1ccc(C(=O)N2CCN=C2SCc2cccnc2)cc1,0,-3,-13,-2.2,-3,0,2,-1,-1
Cc1ccc(/C=C/c2ccc3cccc(O)c3n2)s1,-9,1,6,2.6,-5,0,10,-7,20*
C/C(=N\OCC(=O)Nc1ccccc1C(C)(C)C)c1ccc2c(c1)OCCO2,25,6,-8,3.4,-1,1,-1,2,0
NC1=NC(=Nc2ccc(Cl)cc2)c2ccccc21,23,0,-4,4.0,0,0,1,3,6
CCOC(=O)C1(CCSC)NC(c2ccco2)C2C(=O)N(C)C(=O)C21 (centres undefined),-9,1,-1,1.4,-5,0,-1,8,-1
Cc1cc(NC(=O)CN2CCN(S(=O)(=O)c3ccc4ccccc4c3)CC2)no1,-14,-8,-2,-8.4,-17,1,9,-1,-6
